Screening data from PubChem.
Cneo AK release – Cryptococcus neoformans cell lysis inducers, primary screen, AK release luminescence, single concentration; C. neoformans lysis, adenylate kinase release luminescence, 4 h; normalised: neutral wells 0, clomiphene wells 100; lysis activity, % at 15 µM; 360,000 compounds, 0.2% hits; AID 651654, 2012;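 active means mean lysis activity across replicates of at least 80%, whatever share of replicates individually reach that level; inactive means mean lysis activity below 80%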
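Material – Cryptococcus neoformans yeast cells · Quantity – 5 × 10^6 yeast cells/mL · Buffer or medium – YPD medium · Compound – single dose · Timing – 4 h static compound exposure, 37 °C, read 1 h post-reagent · Signal – adenylate kinase release luminescence · Read-out basis – lysis from increased AK signal · Benchmarks – Clomiphene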
GSIS activator – GLuc luminescence reporter in INS-1E cells, primary screen for activators of glucose-dependent secretion of insulin; INS-1E GLuc reporter insulin secretion, 2-3 h; activation, % at 16.6 µM; 370,000 compounds, 0.61% hits; AID 743287, 2014;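 active means lowest replicate activation of at least 40%, so every replicate reaches that level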;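 further: 0% = median of neutral control wells and 100% = median of IBMX positive control wells; some compounds called inactive have numbers as strong as hits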
LGR2 antag – inhibitors of bursicon-induced LGR2 CRE-luciferase signal, primary screen, cell-based, HEK293, CRE-luciferase reporter, bursicon stimulation | Drosophila bursicon receptor LGR2 (rickets) | bursicon-stimulated, 4 h | inhibition, % at 9.99 µM | 380,000 compounds, 0.35% hits | AID 720647, 2013;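 active means drop in luminescence signal, shown as inhibition above about 50% in the replicate tests, limit read from the data, passing the limit was not always enough; inconclusive means probably only some replicates passing the limit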;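 further: agonist challenge used bursicon conditioned medium at about half maximal strength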
ARNT TACC3 PPI – disruptors of ARNT/TACC3 protein interaction, primary screen, biochemical, AlphaScreen, single concentration; AID 623870, 2012; inhibition, % at 9.99 µM; Transforming acidic coiled-coil-containing protein 3 (Homo sapiens), Q9Y6A5; 390,000 compounds, 0.66% hits; AlphaScreen His-ARNT PAS-B/GST-TACC3 binding, luminescence; TACC3 fragment carries E629A point mutation;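 active means mean inhibition of replicates at least 50% and at least half of replicates each reaching 50%; inconclusive means half or more replicates reach 50% but mean below 50%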;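 further: 0% = complete ARNT plus TACC3 wells and 100% = ARNT alone without TACC3; many hits fall short of the cut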
C2C12 statin – suppressors of statin myotoxicity in C2C12 myotubes, primary screen, cell-based, single point, plate reader; 330,000 compounds, 0.78% hits; rescue of ATP level, % at 7.49 µM; C2C12 myotubes + simvastatin, ATP luminescence, 48 h; scaled: DMSO 0, geranylgeraniol control 100;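 active means mean ATP rescue above about 67%, or every replicate alone reaching that limit, limit read from the data, passing the limit was not always enough; inconclusive means no clear call, values can overlap the other calls; inactive means mean under the limit and some replicate under it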;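 further: myotubes were challenged with 10 µM simvastatin during compound exposure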
PAX8 inh HTS – inhibitors of PAX8-driven TPO luciferase reporter, primary screen, RMG-I cells, single concentration; 360,000 compounds, 1.2% hits; SteadyGlo, 24 h; inhibition, % at 12.6 µM;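 active means mean replicate inhibition at least 60% with every replicate also reaching 60%; inconclusive means only one of the two criteria is met; inactive means mean below 60% and not all replicates reaching 60%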;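 further: luciferase light reporting Pax8 driven TPO promoter activity; plate controls were median of neutral control wells for no effect and mitoxantrone controls for full effect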
PGC1a acetyl inh – inhibitors of PGC1a acetylation signal, primary screen, cell-based, U2OS, AlphaScreen, inhibitor mode; AID 651687, 2012; 350,000 compounds, 0.17% hits; AlphaScreen anti-acetyl-lysine; with virally co-expressed GCN5 acetyltransferase; inhibition, % at 15.6 µM;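 active means every replicate shows inhibition of at least 40%; inconclusive means mean inhibition at least 40% but some replicate below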;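 further: 0% = neutral control wells and 100% = positive control wells; some results beyond the cut were filed as inactive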
PglD inh – C. jejuni PglD acetyltransferase inhibitors, primary screen, biochemical, DTNB colorimetric, single point; UDP-N-acetylbacillosamine N-acetyltransferase PglD (Campylobacter jejuni); purified PglD enzyme, DTNB colorimetric CoA detection; inhibition, % at 12.5 µM; 360,000 compounds, 0.098% hits; in the data active means inhibition above about 16%, passing the limit was not always enough; inconclusive means no clear call, values can overlap the other calls; further: strong numbers were not always called active
Active calls of the source: *; u = inconclusive; x = no result given; & = joins results of further samples.

SMILES	Cneo AK release	GSIS activator	LGR2 antag	ARNT TACC3 PPI	C2C12 statin	PAX8 inh HTS	PGC1a acetyl inh	PglD inh
CC(=O)N(C)C[C@@H]1Oc2cc(C#Cc3ccccn3)ccc2S(=O)(=O)N([C@@H](C)CO)C[C@H]1C	2	3	-5	-8	23	x	8	0
COc1ccc(NC(=O)N(C)C[C@@H]2Oc3ccc(NC(=O)NC4CCCCC4)cc3C(=O)N([C@H](C)CO)C[C@@H]2C)cc1	-6	-14	-7	4	-21	-22	1	2
CCOC(=O)C1CCN(C(=O)c2cc3c(s2)-c2ccccc2OC3)CC1	0	-1	-5	2	-4	-224	x	1
COc1ccccc1NC(=O)C1=C(C)Nc2nnnn2C1c1ccccn1 (stereo unspecified)	-4	x	x	5	3	5	10	-1
O=C(COc1ccc2c3c(c(=O)oc2c1)CCC3)c1ccc2c(c1)OCO2	-1	4	-2	-1	30	x	6	-2
O=c1c(N2CCOCC2)nsn1Cc1ccccc1	0	x	x	-2	-8	7	-5	3
COCCn1cnc2c1c(=O)n(CC(=O)NCC(F)(F)F)c(=O)n2Cc1ccccc1	1	0	-12	-12	-6	10	6	-7
O=C(COC(=O)c1ccc(S(=O)(=O)N2CCCC2)cc1)Nc1ccc(Cl)cc1	0	-1	-7	0	6	9	5	2
O=C(O)c1cc(O)c2c(c1)C(=O)c1cccc(O)c1C2=O	1	x	x	-2	2	3	u	1
COc1ccc(-c2nc3ccc(C)cn3c2Cc2ccccc2)cc1OC	7	14	-1	x	-5	-21	-7	-4
CCCSc1nsc(NC(=O)CC)n1	x	5	-79	-9	5	-192	-1	x
CC(=O)NC(c1ccccc1)c1nc(-c2cnc3ccccc3c2)cs1 (stereo unspecified)	1	-4	-12	x	19	-41	0	5
COc1ccc(NC2CCCN(C(=O)CCc3cn[nH]c3)C2)cc1 (stereo unspecified)	-1	-6	3	x	-2	5	x	-1
CC(C)(C)c1ccccc1OCCCCN1CCCC1	2	-29	-14	3	-5	x	-23	1
COc1cccc(N2CCN(C(=O)CN3C(=O)NC4(CCCC4)C3=O)CC2)c1	1	26	4	-1	x	x	3	-3
O=C([C@@H]1[C@@H](CO)[C@@H]2Cn3c(cccc3=O)[C@@H]2N1Cc1cc(F)ccc1F)N1CCOCC1	0	3	17	6	-12	x	x	1
O=C(Nc1cccc(-c2nc3cccnc3s2)c1)c1cccnc1Cl	-2	10	-28	16	-19	-43	-6	3
Cc1ccc(C(=O)N2CCCC(N3CCN(c4cccc(C(F)(F)F)c4)CC3)C2)s1 (stereo unspecified)	12	-14	9	-4	8	16	-2	3
COc1ccc(CNC(=S)N2CCN(Cc3ccccc3)CC2)cc1	0	-13	28	6	x	-12	-6	1
CCc1csc(N2[C@@H](C#N)[C@@H](c3ccccc3-c3cccc(F)c3)[C@@H]2CO)n1	x	-7	1	x	x	-11	-5	x
Cc1ccccc1NC(=O)CN1CCC(n2nnc3ccccc32)CC1	x	3	x	29	x	19	-10	x
O=C(Nc1ccc(Cl)cc1)N1CCc2ccccc2C1	x	-25	-66	-1	-8	-112	-27	x
CC(=O)Nc1ccc(NC(=O)CSc2nc(=O)n(CCCN3CCOCC3)c3c2CCC3)cc1	-1	12	-6	x	3	-14	8	5
Cc1[nH]c(C)c(S(=O)(=O)NCCc2ccc(S(N)(=O)=O)cc2)c1C(=O)N1CCCC1	-2	8	7	-1	15	-5	x	-2
Fc1cc2[nH]c(=S)[nH]c2cc1Cl	x	16	3	-6	x	-1	x	x
NC(N)=Nc1nc2ccc(Cl)cc2c(=O)[nH]1	x	7	-8	2	x	-3	16	x
Cc1ccnc2nc(C(=O)OCC(=O)N3CCc4ccccc43)nn12	x	6	4	-4	x	7	x	x
O=C(Cn1nnc2c(cnn2-c2ccc(F)cc2)c1=O)Nc1ccccc1C(F)(F)F	x	9	-12	0	x	-4	x	x
CCCCn1c(N)c(N(CCC(C)C)C(=O)C2CC(=O)N(c3ccc4c(c3)OCCO4)C2)c(=O)[nH]c1=O (stereo unspecified)	0	-12	-10	-10	-8	3	11	2
COc1ccc(NC(=O)N2C[C@@H](O)COC[C@@H]3O[C@H](CC(=O)NCc4ccccc4OC)CC[C@H]32)cc1	3	9	-6	-3	12	7	3	-3
Cc1ccc[n+](CC(=O)Nc2nc3ccccc3s2)c1	x	10	1	-1	x	-4	-3	x
COC(=O)c1cccc(NC(=O)CSc2nc(C)cc(=O)[nH]2)c1	3	x	x	13	4	x	-16	-1
CC(C)N1C(=O)/C(=C\c2nc3ccccc3c(=O)[nH]2)c2ccccc21	0	x	98*	-4	x	x	x	0
Cc1cc(-c2ccc(C)c(S(=O)(=O)NCC3CCN(Cc4ccccc4F)CC3)c2)on1	-1	4	8	3	-33	2	-17	1
COc1cccc(-c2cn(CC[C@@H]3CC[C@@H](NS(=O)(=O)Cc4ccccc4)[C@@H](CO)O3)nn2)c1	18	-8	1	0	1	-16	-9	0
CCN(C[C@H]1N[C@@](CC)(C(=O)OC)[C@H]2C(=O)N(Cc3ccccc3)C(=O)[C@@H]12)C(=O)Nc1ccc(Cl)cc1	-2	-30	-25	3	6	-8	x	-4
COc1ccc(NC(=O)Nc2ccc3c(c2)CC(=O)N([C@H](C)CO)C[C@H](C)[C@@H](CN(C)Cc2ccc4c(c2)OCO4)O3)cc1	-7	-9	-20	10	26	x	-8	-5
Cc1ccc(S(=O)(=O)N(C)C[C@H]2OCCCC[C@@H](C)Oc3ccc(NC(=O)NC4CCCCC4)cc3C(=O)N([C@@H](C)CO)C[C@@H]2C)cc1	0	-19	10	14	x	-3	16	-6
COC(=O)/C(=N/Nc1ccccc1C)N1CCCc2ccccc21	x	13	-11	6	x	4	x	x
COc1ccccc1-n1c(=O)c2c3c(sc2n2c(SC)nnc12)CCC3	-2	x	x	1	6	x	-17	3
Clc1ccc(Oc2cnns2)c(Cl)c1	0	x	x	4	-1	x	4	5
COc1ccc(NC(=O)N(C)C[C@H]2OCc3cnnn3CCCC(=O)N([C@H](C)CO)C[C@@H]2C)cc1	-2&-4&5	-5&6	5&-10	-5&-8	0&3&-3	-7&5	0&-3	-8&2&0
Cc1ccc(CNC(=O)C(=O)NCC2OCCN2C(=O)c2ccc(Cl)cc2)cc1 (stereo unspecified)	0	x	14	-4	-5	12	5	-6
CCOC(=O)c1ccc(NC(=O)CCS(=O)(=O)c2cccc3nonc23)cc1	0	-10	14	22	-22	17	x	2
Cc1cccc(NC(=O)CSCC(=O)Nc2cccc(S(=O)(=O)N3CCCCCC3)c2)c1	x	-46	-8	2	x	8	x	x
COCC#Cc1ccc2c(c1)O[C@@H](CN(C)S(=O)(=O)c1ccc(F)cc1)[C@H](C)CN([C@@H](C)CO)S2(=O)=O	0	-15	1	1	-63	x	-4	0
CCOc1cc(C(=O)N2CCC3(CC2)NCCc2[nH]cnc23)cc(OCC)c1OCC	-2	7	6	-4	-17	0	x	1
CN(CC(=O)Nc1ccccc1Br)C(=O)c1ccc2c(=O)n3c(nc2c1)CCC3	0	19	3	0	0	-1	x	-3
CO[C@@H]1CN(C)C(=O)c2cc(NS(=O)(=O)CC(F)(F)F)ccc2OC[C@H](C)N(C(=O)c2ccc3c(c2)OCO3)C[C@@H]1C	-2	21	12	0	2	-14	1	1
Cc1ccc(OCc2nnc(SCC(=O)C(C)(C)C)n2Cc2ccco2)cc1	3	-25	5	-1	4	x	-10	0
COc1ccc(CCNC(=O)c2cc(S(=O)(=O)N3CCCCC3)ccc2Cl)cc1	0	-7	15	-6	5	6	-16	3
COc1cc(C(=O)Nc2nc(N)n(-c3ccccc3)n2)cc(OC)c1OC	-2	x	x	-4	0	x	9	0
COc1ccc(CCN(C)C(=O)COc2ccc(N(C)S(=O)(=O)c3ccc(C)cc3)cc2)cc1OC	-1	-5	-5	-2	-31	5	-6	-1
O=C(/C=C/c1ccc2ccccc2n1)N1CCN(S(=O)(=O)c2ccccc2F)CC1	x	-5	14	2	-21	59	27	x
COCCCNC(=O)[C@H](CSCc1ccccc1)N1Cc2ccccc2C1=O	x	7	8	-5	x	27	-5	x
N#CCC(=O)N/N=C/c1cn(Cc2ccc(Cl)c(Cl)c2)c2ccccc12	4	x	x	-5	11	-3	32	-1
CC(C)(C)c1ccc(NC(=O)c2ccsc2)cc1	-7	25	-21	x	x	-82	-12	-4
CCn1c(C)nc2cc(N)ccc21	x	-6	-6	4	0	-11	-2	x
Nc1ccc(N2CCOCC2)cc1C(F)(F)F	x	16	-4	0	2	2	5	x
NC(=O)C1=C[C@H](c2coc3ccccc3c2=O)C[C@H](OCCCCO)O1	-2	x	x	-3	-1	17	x	-1
Continuation.
SMILES	Cneo AK release	GSIS activator	LGR2 antag	ARNT TACC3 PPI	C2C12 statin	PAX8 inh HTS	PGC1a acetyl inh	PglD inh
O=C(NCCCN1CCCCC1)C1(S(=O)(=O)c2ccc(Cl)cc2)CC1	5	x	6	-3	0	-19	4	0
O=C(COC(=O)c1ccncc1)c1ccc(Cl)c(Cl)c1	-5	2	-14	-4	-10	23	-10	-4
CC(NS(=O)(=O)c1ccc(F)cc1)C(c1cccs1)N1CCOCC1 (stereo unspecified)	0	7	3	-1	-1	6	-3	0
O=C(COC(=O)c1cc(-c2ccco2)nc2ccccc12)NCc1ccccc1	-1	x	x	-7	8	19	-25	-1
C[C@H](CO)N1C[C@H](C)[C@H](CN(C)S(=O)(=O)c2ccc(F)cc2)OCCCC[C@H](C)Oc2ccc(NS(=O)(=O)c3ccc(F)cc3)cc2C1=O	-11	-19	15	-16	x	54	4	1
CN(C)C(=O)c1ccc(-c2ccccc2[C@@H]2[C@H](C#N)N(C(=O)C3CCC3)[C@H]2CO)cc1	x	8	2	x	x	-24	5	x
CCCc1nc(SCC(=O)NCc2ccco2)c2c(=O)n(C)c(=O)n(C)c2n1	5	x	6	-1	-8	6	x	7
CN=C(c1ccc([N+](=O)[O-])cc1)N1CCCCC1	-1	14	-13	-1	2	-4	3	0
Cc1ccc(OCC(=O)N/N=C\c2cccs2)c([N+](=O)[O-])c1	0	3	-5	x	0	-12	6	3
CCOC(=O)CN1CC23C=CC(O2)C(C(=O)NC2CCCCC2)C3C1=O (stereo unspecified)	0	x	x	0	108*	2	16	-2
CC(=O)Nc1ccc(C(=O)NCCN2CCOCC2)cc1	-3	-9	27	-7	-5	-9	x	4
COCC(=O)N1C[C@@H](C)[C@@H](OC)CN(C)C(=O)c2cc(NC(=O)c3ccc(OC)cc3)ccc2OC[C@@H]1C	0	6	-45	-9	-14	6	-18	0
COc1cc(/C=N/OCC(=O)Nc2ccc(OC(F)F)cc2)ccc1OCc1ccccc1	x	2	-30	-21	x	-71	x	x
Cc1ccc(-c2nnc(Nc3ccc(O)cc3)c3ccccc23)cc1S(=O)(=O)NCCO	-1	11	12	11	6	-26	-2	-2

Hits appear at their usual frequency; overall some 2.9% were active at least once.
